Source: PubChem BioAssay
PDI inh = inhibitors of human PDI, primary screen, biochemical, turbidity, single point, plate reader | inhibition, % at 10 µM | actives 0.052% (n = 350,000) | PDI insulin aggregation turbidity, A650, 90 min | Protein disulfide-isomerase (Homo sapiens), P07237;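 active = mean inhibition across replicates of 30% or more, whatever share of single replicates reach that level; inconclusive = mean inhibition below 30% while every single replicate reaches 30%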;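 note: absorbance from insulin aggregation driven by PDI reduction with DTT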
CaV13 ICDI inh = Disruptors of the CACNA1D IQ motif to Ca2+-dependent inactivation inhibitor domain association, primary screening, Förster resonance energy transfer in intact living …; HEK cells, CFP/YFP FRET ICDI-IQ, plate reader, 10 min; percent FRET-ratio fall versus neutral wells; inhibition, % at 12.3 µM; actives 0.098% (n = 340,000);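 active = mean replicate inhibition of at least 30% and at least 1% of replicates passing that level; inconclusive = only one of the two criteria is met; inactive = neither criterion is met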;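 note: 0% = median of the neutral control wells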
MC4R ag barr = MC4R agonists recruiting beta-arrestin, primary screen, cell-based, luminescence, agonist arm of biased-ligand search; Melanocortin receptor 4 (Homo sapiens), P32245; U2OS MC4R beta-arrestin complementation; percent of melanotan II response, DMSO zero; activation, % at 8.9 µM; actives 0.98% (n = 360,000); AID 540308, 2011;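 active = activation above a per-plate cutoff, the mean activation of sample wells on that plate plus 3 SD, cut at about 8% in these data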
H9c2 protect = cardioprotection against H2O2-induced cell death, primary screen, uHTS, H9c2 cells, ATPLite luminescence; H9c2 cardiomyocytes, H2O2 injury protection, 2 h; protection from H2O2 cell death, % at 20 µM; actives 0.63% (n = 360,000); AID 588492, 2011;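 active = compounds giving at least 50% protection of heart cells from peroxide-induced death in the single-dose screen, raw or plate-pattern-corrected value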;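 note: 0% = DMSO wells with peroxide and 100% = DMSO wells without peroxide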
Glyco luc inh = increase of ERlucT glycosylation luciferase signal, primary screen, N-linked glycosylation inhibitor project, D54 ERlucT cells, luminescence, set 2 | AID 588692, 2011 | D54 ERlucT glycosylation luciferase reporter, 24 h; percent of 100 nM tunicamycin response | actives 0.23% (n = 360,000) | reporter increase, % at 12.5 µM;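 active = mean luciferase reporter signal, scaled so untreated is 0 and the glycosylation-blocking control 100, at or above a set limit in every replicate; inconclusive = mean reaches the limit but not every replicate does; inactive = mean below the limit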;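 note: luciferase carries N-glycosylation sites so blocking glycosylation raises the light; 0% = median of neutral control wells and 100% = median of 100 nM tunicamycin wells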
MC4R antag cAMP = MC4R antagonists of cAMP signaling, primary screen, cell-based, TR-FRET, antagonist arm of biased-ligand search. inhibition, % at 6.5 µM. MC4R-expressing cells, MTII-stimulated cAMP, LANCE TR-FRET. actives 0.48% (n = 360,000). Melanocortin receptor 4 (Homo sapiens), P32245. AID 540295, 2011;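 active = inhibition above its plate's cutoff, the mean of tested wells on that plate plus 3 SD, cut at about 29% in these data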;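 note: 0% = Melanotan II alone and 100% = Melanotan II plus saturating MCL0020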
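System: U2OS-MC4R stable cell line; Technique: Eu-cAMP/anti-cAMP TR-FRET, emission 671 nm; Repeats: single well per compound; Also added: Melanotan II; Dosing: one concentration, 6.5 µM nominal; Schedule: 30-min compound, 1-h challenge, 1-h detection, room temperature.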
aDG glyco up = activators of alpha-DG glycosylation, primary screen, uHTS, Pro5-aDG cells, AlphaScreen; actives 0.22% (n = 360,000); AID 624168, 2012; activation, % at 10 µM; alpha-DG glycosylation AlphaScreen (IIH6); 0% Pro5, 100% B10-LARGE cell signal;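 active = activation of at least 8% versus controls, or a plate z-score of at least 8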;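 note: Pro5 are CHO cells carrying HIG-tagged alpha-DG that lacks glycosylation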
Vif inh = HIV Vif self-association inhibitors, primary screen, imaging, HEK293T, single point; HEK293T cells, Vif self-association by quenched fluorescence, 24 h; inhibition, % at 7.49 µM; actives 0.35% (n = 340,000); AID 602346, 2012; in the data active = inhibition above about 50%, passing the limit was not always enough; inconclusive = no clear call, values can overlap the other calls; inactive = below about 31%; note: some results filed as inactive read as strong as hits
ABCB6 inh MLPCN = ABCB6 transporter inhibitors, primary screen, K562-ABCB6 cells, flow cytometry, MLPCN library | AID 602162, 2011 | actives 0.19% (n = 360,000) | fluorescence ratio to DMSO, % at 10 µM | K562-ABCB6 porphyrin accumulation, 1 h; hits give low values | ATP-binding cassette sub-family B member 6 (Homo sapiens), Q9NP58;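 active = fluorescence ratio to DMSO below 75%, the collection mean minus 3 SD; inconclusive = too few cells collected in the well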;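 note: signal is porphyrin accumulated inside mitochondria; 100% equals median channel fluorescence of DMSO control wells; lower ratio means ABCB6 inhibition with less porphyrin fluorescence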
Target sequence (Q9NP58 whole entry, looked up): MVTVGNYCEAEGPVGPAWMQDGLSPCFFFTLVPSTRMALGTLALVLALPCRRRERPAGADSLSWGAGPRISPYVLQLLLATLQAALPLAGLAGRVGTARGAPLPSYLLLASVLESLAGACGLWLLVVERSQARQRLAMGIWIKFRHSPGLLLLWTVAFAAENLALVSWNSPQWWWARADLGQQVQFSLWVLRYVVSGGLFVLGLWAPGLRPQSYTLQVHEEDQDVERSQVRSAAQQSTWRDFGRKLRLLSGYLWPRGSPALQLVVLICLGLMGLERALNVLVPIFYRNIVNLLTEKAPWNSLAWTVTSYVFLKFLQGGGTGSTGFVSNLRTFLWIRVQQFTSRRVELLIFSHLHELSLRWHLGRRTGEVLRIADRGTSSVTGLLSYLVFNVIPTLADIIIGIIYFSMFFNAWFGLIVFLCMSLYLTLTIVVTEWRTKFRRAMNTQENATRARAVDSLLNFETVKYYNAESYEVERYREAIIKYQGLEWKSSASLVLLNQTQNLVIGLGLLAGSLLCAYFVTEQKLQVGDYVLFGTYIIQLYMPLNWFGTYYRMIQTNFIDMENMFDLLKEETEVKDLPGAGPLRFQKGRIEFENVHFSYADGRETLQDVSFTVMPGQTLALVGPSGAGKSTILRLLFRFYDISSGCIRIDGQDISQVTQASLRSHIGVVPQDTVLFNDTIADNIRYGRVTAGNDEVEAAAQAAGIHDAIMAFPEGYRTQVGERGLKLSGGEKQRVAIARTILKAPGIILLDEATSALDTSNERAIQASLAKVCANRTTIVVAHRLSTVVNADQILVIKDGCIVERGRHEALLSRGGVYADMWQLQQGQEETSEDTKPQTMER
HTR2A ag = mouse Htr2a agonists via beta-arrestin recruitment, primary screen, cell-based, luminescence. 5-hydroxytryptamine receptor 2A (Mus musculus), P35363. CHO-K1 mHTR2A beta-arrestin complementation; percent of 30 µM serotonin response. activation, % at 7.6 µM. actives 0.66% (n = 360,000);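 active = activation above a run cutoff, the mean activation of all tested compounds plus 3 SD, cut at about 14% in these data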;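 note: 0% = plate median of compound wells and 100% = 30 µM serotonin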
Starred values were filed as active, the others as inactive; i = inactive; ? = inconclusive; / = no result given.

SMILES	PDI inh	CaV13 ICDI inh	MC4R ag barr	H9c2 protect	Glyco luc inh	MC4R antag cAMP	aDG glyco up	Vif inh	ABCB6 inh MLPCN	HTR2A ag
C/C(=N/NC(=O)c1cccs1)c1ccc(NC(=O)COc2ccc(Cl)cc2)cc1	2	-4	12*	-8	6	1	-0.2	/	92	3
Cn1cccc1C(C(=O)NC1CCCCC1)N(C(=O)Cc1cccs1)C1CC1 (configuration not stated)	3	-9	-0.8	24	-1	8	0.1	-2	98	4
Cc1c(C)c2c(C)[nH]nc2oc1=O	-3	-5	-2.7	2	9	2	-0.1	-30	104	-2
Cc1ccc(NS(=O)(=O)c2ccc(CCC(=O)O)cc2)cc1	4	-8	-1.1	-1	0	3	-0.2	/	93	0
c1ccc(COc2ccccc2CNCc2cccnc2)cc1	-1	-8	0.7	-3	-2	0	0.2	-7	96	-6
CN1CCN(/N=C2/C(=O)Nc3ccc([N+](=O)[O-])cc32)CC1	2	8	0.6	-1	-3	5	-0.4	7	108	-4
CCCCc1ccc(NC(=O)CN2C(=O)NC(Cc3ccccc3)C2=O)cc1 (configuration not stated)	-7	-7	2.3	-7	-1	-1	-0.1	-17	97	9
COc1ccc(C=O)cc1COc1ccccc1F	-3	-5	0.0	11	0	-21	0.9	3	99	3
Cc1nnc(N2C(=O)C(O)=C(C(=O)c3ccco3)C2c2ccc(C(C)(C)C)cc2)s1 (configuration not stated)	4	-7	0.7	2	0	11	-0.5	7	124	0
C=CCN1C(=O)C2(C(C#N)=C(N)Oc3n[nH]c(CCC)c32)c2ccccc21 (configuration not stated)	3	/	0.2	-1	0	6	0.0	13	90	1
CCN(CC(=O)Nc1cccc(C(C)=O)c1)S(=O)(=O)c1ccc(C)cc1	-4	-7	-1.9	6	3	13	0.3	-1	98	2
CCN(CC)S(=O)(=O)c1ccc(C(=O)NCc2ccc3c(c2)cc(C)n3C)cc1	/	-8	-0.9	-3	-4	9	0.0	-6	105	-5
COC(=O)CSc1[nH]c2ccc(F)cc2c1[N+](=O)[O-]	-6	-2	-2.7	41	4	34*	0.1	8	98	-3
CC1CCN(C(=O)c2[nH]cnc2C(=O)N2CCN(c3ccccc3)CC2)CC1	16	-4	-1.3	6	3	-2	0.2	-1	98	-2
COc1ccc2cc(C#N)c(SCC(=O)N3CCCC3)nc2c1	-7	-4	1.8	3	0	12	0.3	-2	93	5
O=C1CCn2nc(-c3ccc(Cl)cc3)cc2N1	/	-4	0.7	11	0	7	-0.3	-6	94	2
COCCNC(=O)/C(C#N)=C/c1cccs1	0	-19	0.3	7	3	8	0.1	-7	103	-1
Cc1cc(C(=O)Nc2ccc(S(=O)(=O)N3CCOCC3)cc2)ccc1[N+](=O)[O-]	12	-7	-1.6	0	-1	7	-0.1	14	119	-2
O=C(O)C1CCC(=O)N1C1c2ccccc2Oc2ccccc21 (configuration not stated)	/	13	-1.5	2	4	-3	0.0	17	101	1
O=C(Nc1ccc(Cl)cc1)c1nc[nH]c1C(=O)N1CCc2ccccc2C1	3	-5	-2.6	7	2	5	0.0	-3	94	8
COc1ccc(F)cc1C(=O)C1CCCN(C(=O)c2ocnc2C)C1 (configuration not stated)	-10	-5	-1.6	2	3	-1	0.1	2	99	13
CC1CCCC(C)N1C(=O)CSc1nnc(C2CCCCC2)o1 (configuration not stated)	-8	-4	-2.5	8	0	5	0.0	8	89	-1
COc1ccc(NC(=O)CSc2nnc(CNC(=O)COc3ccc(Cl)cc3)o2)c(OC)c1	16	-5	-0.6	-17	-1	-3	-0.1	-4	86	2
CN1/C(=C\C(=O)c2ccco2)C(C)(C)c2ccccc21	1	-4	-0.4	-20	-3	18	4.3*	-14	i	-2
CCc1nc(CN2CCN(c3ccc(C(F)(F)F)cn3)CC2)c(C)[nH]1	-19	-20	-1.1	-9	-3	0	0.6	-9	96	-3
Continued:
SMILES	PDI inh	CaV13 ICDI inh	MC4R ag barr	H9c2 protect	Glyco luc inh	MC4R antag cAMP	aDG glyco up	Vif inh	ABCB6 inh MLPCN	HTR2A ag
Cc1ccc(S(=O)(=O)N2CCC(C(=O)OCC(=O)N3CC(C)CC(C)C3)CC2)cc1C (configuration not stated)	0	-4	-0.4	-2	0	-4	-0.1	-2	97	-7
O=C(CCc1ccccc1)N1CCCN(C(=O)CCc2ccccc2)CC1	-2	-5	-1.3	-3	-3	3	0.0	4	97	3
CC1CCCCN1S(=O)(=O)c1ccc2c(c1)C(C)(C)C(=O)N2C (configuration not stated)	/	-2	0.2	5	0	5	0.0	11	100	-1
N#Cc1cc(-c2ccc(Cl)cc2)cn(Cc2c(Cl)cccc2Cl)c1=O	-9	-3	0.3	-1	-2	10	0.6	-15	93	1
COc1ccc(CNC(=O)Nc2ccc3c(c2)N(C)C(=O)CS3)cc1	-4	-4	-2.0	10	1	2	0.2	26	104	-1
Cc1ccsc1CN1CC(=O)N(c2c(C)cccc2C)C1=S	4	-2	3.4	-8	1	-1	0.2	19	111	-1
Cc1cc(C)n(S(=O)(=O)c2cccc([N+](=O)[O-])c2)n1	0	-19	-0.4	-5	5	2	-0.1	-2	94	18*
CCc1nc2ccc(C(=O)NCc3ccc(OC)cc3)cn2c1N(CCC(C)C)CCN(C)C	-2	-6	-1.0	6	3	28	-0.1	23	95	-2
COC(=O)c1sccc1NC(=O)CSCCc1ccncc1	-1	-2	-1.8	5	-1	10	0.0	-4	100	-4
COCc1cc(=O)[nH]c(N2CCN(c3ccccc3OC)CC2)n1	-24	-2	-1.1	6	1	-2	-0.1	-4	100	5
COc1ccc2[nH]c(=O)c(CN(Cc3nnnn3CCc3ccccc3)CC3CCCO3)cc2c1 (configuration not stated)	4	/	-0.9	38	1	2	-0.1	6	102	2
CCN1C(Nc2ccccc2)=NC[C@@H]1Cc1ccccc1	-3	-10	-1.5	6	2	4	-0.3	-2	99	-7
Cc1cnc(NC(=O)CSc2ccccc2)s1	0	-6	-1.0	-3	0	21	0.1	/	101	1
COc1ccc(/C=C/c2cc(C(F)(F)F)[nH]c(=O)n2)cc1OC	2	-81	1.6	-2	-3	-7	1.4	1	104	6
CCC1CCCCN1C(=S)Nc1ccc(C(C)=O)cc1 (configuration not stated)	6	-5	-3.0	-3	0	0	-0.3	0	102	0
CN(C)CCNc1nc2sc3c(c2c(=O)n1-c1ccc(F)cc1)CCCCC3	-4	-4	0.9	4	2	-3	-0.2	-7	101	-8
O=C(NC1CCCC1)C(c1ccc(F)cc1)N(C(=O)c1csnn1)C1CC1 (configuration not stated)	6	-5	-1.2	8	-1	1	0.0	10	101	-10
CC(NS(=O)(=O)c1ccc(OCC(=O)NCc2ccncc2)cc1)c1ccccc1 (configuration not stated)	-4	-4	-2.3	-5	0	8	-0.1	15	99	1
CN(C)S(=O)(=O)c1cccc(C(=O)OCC(=O)c2c(N)n(C)c(=O)n(C)c2=O)c1	-2	11	-2.4	8	3	16	-0.2	15	97	2
CC(=O)N=C1SC2CS(=O)(=O)CC2N1c1ccccc1Cl (configuration not stated)	1	-6	0.8	10	1	22	0.0	11	92	4
COc1cc(-c2noc(CCCC(=O)Nc3ccc(C(N)=O)cc3)n2)cc(OC)c1OC	9	-18	-1.3	-3	16	0	0.0	6	104	1
CC(=O)c1cccc(NC(=O)CSCc2ccccc2)c1	-7	-4	-0.9	10	-4	-1	-0.2	-7	96	1
CCN(CC)CCNc1ccc2nnc(CCNS(=O)(=O)c3ccc(C)cc3)n2n1	2	-6	-2.0	5	0	10	-0.1	2	98	-3
COc1ccccc1/C=N/Nc1cc(C)nc(N2CCOCC2)n1	1	-21	-0.2	-3	1	5	0.0	-10	102	6
Cc1cc(C)nc(N2CCC(CNC(=O)CCc3ccccc3)CC2)n1	8	-4	-0.2	4	-1	2	0.3	17	92	-2
Additional entries follow:
SMILES	PDI inh	CaV13 ICDI inh	MC4R ag barr	H9c2 protect	Glyco luc inh	MC4R antag cAMP	aDG glyco up	Vif inh	ABCB6 inh MLPCN	HTR2A ag
CCN(Cc1ccncc1)C(=O)c1ccco1	-3	/	-1.4	-1	1	-4	0.1	-3	94	3
Cc1ccc(CN2CC(C(=O)NCCC3=CCCCC3)CC2=O)cc1 (configuration not stated)	0	-2	-1.7	2	-2	1	-0.2	13	96	5
NC(=O)C1CCN(C(=O)c2cnn(-c3ccccc3)c2NC(=O)c2ccco2)CC1	-7	-8	-0.7	0	-1	14	0.3	6	98	2
COc1ccc(N(CC(=O)N2CCN(c3ccccc3)CC2)S(=O)(=O)c2ccc(C)cc2)cc1	-1	-5	0.0	-3	-1	5	0.1	7	101	1
O=C1CN(C(=O)COC(=O)c2cccc(Br)c2)c2ccccc2N1	-8	-5	2.5	1	8	2	0.0	-4	102	1
O=C(Nc1ccc2nc(-c3ccc(Br)o3)[nH]c2c1)c1ccco1	-8	-3	-0.3	34	-2	6	0.3	/	85	3
CCOC(=O)c1sc(N)c(C#N)c1COC(=O)CNC(=O)c1ccccc1	2	-4	0.4	10	1	0	0.0	-4	101	-1
COc1ccc(NC(=O)c2cc3ccccc3[nH]2)cc1	2	-3	-1.5	-5	-6	-3	0.2	-1	95	-7
Cc1[nH]nc(SCC(=O)NC2CCCC2)c1[N+](=O)[O-]	-3	-7	-0.5	2	-2	7	-0.1	?	96	-1
CCOC(=O)C1CCN(S(=O)(=O)c2c(C(=O)N3CCCCC3)c(C)n(C)c2C)CC1	5	-3	-1.5	-1	0	1	0.0	-4	92	-8
Cc1cccc(N2CCN(c3ccc(NC(=O)/C=C(/C(=O)O)c4ccccc4)cc3)CC2)c1	1	/	-1.5	-1	1	-1	-0.3	-1	100	14
Cc1ccc(/C=N/N2C(=O)c3ccccc3NC2c2ccc(C)cc2)cc1 (configuration not stated)	-1	-3	-2.7	-9	-6	0	-0.3	-18	104	0
O=C(Nc1nonc1NC(=O)c1cccs1)c1cccs1	-5	1	1.0	-19	-4	24	0.2	-42	97	0
O=C1NCCN(CC2CCN(CCc3ccc(Cl)c(Cl)c3)CC2)C1=O	1	-3	1.3	9	3	-2	0.0	/	97	-6
COc1ccc(S(=O)(=O)N(CC(=O)N2CCCCCC2)c2ccccc2OC)cc1	2	-4	-1.0	1	-1	3	0.2	-7	94	-3
CC1(C)C2CCC1(CS(=O)(=O)NCc1ccc(C(F)(F)F)cc1)C(=O)C2 (configuration not stated)	0	-4	3.8	-7	-2	6	0.1	/	99	4
